Jurkat NFkB inh = inhibitors of the PMA/ionomycin-induced NF-kB reporter in Jurkat cells | PMA/ionomycin-induced NF-kB luciferase reporter, luminescence | inhibition, % at 4 µM | hit rate 0.53% among 330,000 | AID 435003; in the data active means inhibition above about 50%
697 NFkB inh = lowers PMA/ionomycin-induced NF-kB signal in 697 B cells; 697 B-cell NF-kB luciferase reporter, 16 h; inhibition, % at 4 µM; hit rate 0.33% among 330,000; in the data active means inhibition above about 35%
tim23-1 inh = tim23-1 yeast growth inhibition. hit rate 1.3% among 330,000. inhibition, % at 20 µM. S. cerevisiae tim23-1 growth, BacTiter-Glo luminescence, 24 h;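 active means growth inhibition of the mutant yeast at or above 50%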;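 further: temperature-sensitive mutant grown at 25 °C; plate controls were DMSO-treated mutant yeast for no effect and medium wells lacking yeast for full effect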
Mdm2 MdmX PPI = disrupts the human Mdm2-MdmX interaction. O15151+Q00987. SaOS-2 split-luciferase Mdm2/MdmX complementation, luminescence. inhibition, % at 8 µM. hit rate 3% among 330,000. AID 485346;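 active means inhibition of at least 50% at 8 µM in the primary screen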
APJ ag = agonists of human APJ apelin receptor. P35414. hit rate 0.11% among 330,000. CHO-K1 APJ PathHunter beta-arrestin, luminescence; 0% DMSO wells, 100% apelin. activation, % at 20 µM. AID 2520;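 active means activation more than six SD over the plate average, tested at 20 µM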;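 further: 0% = DMSO alone and 100% = apelin-13 at 10 nM; some results filed as inactive read as strong as hits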
Target sequence (P35414 whole entry, looked up): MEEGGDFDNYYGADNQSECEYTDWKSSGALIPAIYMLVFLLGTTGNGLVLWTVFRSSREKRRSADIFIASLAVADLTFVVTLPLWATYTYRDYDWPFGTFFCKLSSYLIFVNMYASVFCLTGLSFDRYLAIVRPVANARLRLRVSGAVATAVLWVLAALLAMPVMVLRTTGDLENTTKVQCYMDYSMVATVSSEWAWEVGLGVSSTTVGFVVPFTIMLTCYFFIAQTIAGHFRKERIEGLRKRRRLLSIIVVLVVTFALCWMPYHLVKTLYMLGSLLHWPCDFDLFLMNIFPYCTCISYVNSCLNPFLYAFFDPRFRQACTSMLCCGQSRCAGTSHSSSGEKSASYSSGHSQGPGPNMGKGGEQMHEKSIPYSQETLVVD
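Material: engineered CHO-K1 APJ arrestin reporter cells; amount: 1000 CHO-K1 reporter cells seeded per well; incubation: compound stimulation 90 min at 25 °C, detection 60 min; signal: luminescent beta-gal fragment complementation, chemiluminescent substrate; read-out basis: APJ agonist activity; controls: DMSO-only wells as negative, 10 nM Apelin-13 as positive control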
APJ antag = blocks the human apelin receptor APJ | P35414 | CHO-K1 APJ beta-arrestin complementation, luminescence | inhibition, % at 20 µM | hit rate 0.32% among 330,000;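 active means inhibition above about 40% at 20 µM, limit read from the data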;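 further: cells challenged with 10 nM apelin-13 agonist together with compound; plate controls were apelin-13 plus DMSO wells for no effect and DMSO wells lacking apelin-13 for full effect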
XBP1 UPR activ = activators of adaptive arm of unfolded protein response (XBP1); activation, % at 20 µM; CHO-XBP1 luciferase reporter, IRE1-XBP1 UPR activation, luminescence; percent of tunicamycin response, DMSO as zero; hit rate 0.33% among 330,000;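 active means versus positive control, 20 µM dose yields 30% or more activation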;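 further: 100% = tunicamycin at 10 µg/mL and 0% = DMSO only wells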
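Material: CHO-XBP1 cells stably carrying IRE1-XBP1-driven luciferase reporter | Medium: F12 with 10% serum | Compound dosing: 20 µM single concentration, DMSO 1% | Incubation: Overnight seeding at 37 °C, 6 h compound treatment at 37 °C | Detection: Steady-Glo luminescence read | Read-out basis: % activation of reporter signal versus tunicamycin and DMSO controls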
CHOP UPR activ = apoptotic UPR (CHOP) activation. activation, % at 10 µM. CHO-CHOP luciferase reporter, luminescence; percent of tunicamycin response over DMSO baseline. hit rate 0.34% among 330,000. AID 449763;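 active means at 10 µM dose, activation of 40% or more, normalized to positive control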;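 further: 100% = tunicamycin at 10 µg/mL and 0% = DMSO alone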
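System: CHO CHOP reporter cells. Amount: 500 cells per well. Buffer or medium: F12 medium, 10% FBS. Compound dosing: one dose, 10 µM in 0.5% DMSO. Incubation: 6 h compound exposure at 37 °C after overnight seeding. Technique: Steady-Glo luciferase luminescence. Benchmarks: tunicamycin and DMSO controls.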
Active calls of the source: *; x = no result given. Outcome played no part in choosing rows. About 5% of those tested had a hit in this group.

molecule	Jurkat NFkB inh	697 NFkB inh	tim23-1 inh	Mdm2 MdmX PPI	APJ ag	APJ antag	XBP1 UPR activ	CHOP UPR activ
COc1ccc2c(c1)NC(=O)CC(c1ccccc1)=N2	-26	-25	17	-19	-1	-4	5	1.3
CC(C)CC(O)(c1ccccc1)C(CN1CCOCC1)c1ccccc1 (centres undefined)	10	2	44	11	-4	-7	4	1.6
Cc1cccc(C(=O)NNC(=O)c2ccc(F)cc2)c1	-10	5	8	13	-3	-9	-2	0.4
Cc1cc(C)cc(NC(=O)CSc2nnc(C3CC3)n2CC2CCCO2)c1 (centres undefined)	8	-2	4	4	1	13	-1	1.0
COc1ccc(CCC(C)NCc2ccc(F)cc2)cc1 (centres undefined)	-6	-22	11	-29	-1	-3	-3	4.7
COc1ccccc1C(=O)OCCCN=C1NS(=O)(=O)c2ccccc21	-4	11	0	-10	-3	-1	-1	0.8
CCOC(=O)C1=CN(Cc2ccco2)S(=O)(=O)N(CC)C1c1cccc(OC)c1 (centres undefined)	x	-5	42	-19	x	x	1	1.0
CCOc1ccc2nc(C)cc(Nc3cccc([N+](=O)[O-])c3)c2c1	77*	7	-4	100*	-3	19	9	2.2
O=C(N/N=C(\c1ccccc1)c1cccnc1)c1cccc(F)c1	52*	-10	37	99*	-17	70*	-5	51*
COc1ccccc1Nc1ncnc2c1c(C)c(C)n2CCO	-46	-11	30	24	-3	2	14	5.9
COc1ccc(NC(=O)C(F)(OC)C(F)(F)F)c(OC)c1 (centres undefined)	0	3	0	5	-1	1	3	2.6
COc1ccc(-n2cc(-c3ccccc3)c3c(NCCOCCO)ncnc32)cc1	0	5	45	13	0	9	1	-1.4
Cc1cc(S(=O)(=O)N2CCOCC2)ccc1OCC(=O)N1CCC(C(N)=O)CC1	15	10	1	-4	-1	8	6	-1.0
CC1=C(c2ccccc2)C(=S)NC(C)(C)C1	11	-8	18	3	2	17	-2	-0.8
CC(C)Cc1cc(C(=O)NCc2cccnc2)no1	-1	-52	24	-27	7	-9	-1	2.5
COC(=O)c1sccc1-c1ccc(C(=O)Nc2cccnc2)o1	-74	-11	9	-33	1	-14	3	6.0
COc1cc(C2SCC(=O)N2CCN2CCCCC2)ccc1O (centres undefined)	-2	6	-7	13	-4	13	0	1.4
CS(=O)(=O)N(CC(=O)NCC1CCCO1)c1ccc(Cl)c(Cl)c1 (centres undefined)	-4	19	-2	13	-2	22	0	-1.1
N/C(=N\OC(=O)c1ccc2c(c1)OCO2)c1ccc([N+](=O)[O-])cc1	-52	-45	-3	41	4	-35	1	2.1
CCN(CC)CCNC(=O)c1cc2c(=O)n(C)c3ccccc3c2n1C	-27	10	-9	21	-2	-61	-3	0.7
Cc1ccc(S(=O)(=O)N2CCN(C(=O)c3n[nH]c(=O)c4ccccc34)CC2)cc1	1	1	14	13	-1	-6	-3	-1.6
CCCC1CCC(=NNC(=S)NCCc2ccccc2)CC1 (centres undefined)	-3	-3	18	6	-1	4	-1	0.5
Cc1ccc(NC(=O)COc2ccccc2C(=O)NCc2ccccc2)cc1	-1	4	39	8	-3	6	-2	-1.2
COC(=O)c1cc(NC(=O)/C=C/c2ccc3c(c2)OCO3)cc(C(=O)OC)c1	4	26	1	67*	0	4	3	-1.2
COc1ccccc1NC(=S)NCCc1ccc(OC)c(OC)c1	1	10	16	12	-6	15	-5	0.8
Cc1sc(=NC(=O)c2ccco2)n(C)c1-c1ccc(F)cc1	-85	-84	7	-59	-5	23	3	3.3
Cc1ccc(SCc2c(C(=O)N/N=C/c3ccc4c(c3)OCO4)nnn2-c2nonc2N)cc1	-9	-33	-11	34	14	-7	2	-1.0
O=S(=O)(c1cccs1)N1CN(CC2CCCO2)c2nc3ccccc3nc21 (centres undefined)	-1	7	19	11	-6	9	-1	-1.6
C[C@H](CO)N1C[C@H](C)[C@@H](CN(C)C(=O)NC2CCCCC2)Oc2ccc(NC(=O)C3CCCCC3)cc2C1=O	1	-1	8	-35	0	-5	2	0.4
COc1ccc(NC(=O)N(C)C[C@H]2Oc3ccc(NC(=O)C4CC4)cc3CC(=O)N([C@@H](C)CO)C[C@@H]2C)cc1	-12	15	12	-8	-4	-3	-1	1.6
COc1ccc(CCNC(=O)C(=O)NCC2CCCN2S(=O)(=O)c2ccccc2)cc1 (centres undefined)	10	-5	22	24	3	-36	1	2.9
O=S(=O)(c1cccs1)N1CN(C2CCCC2)c2nc3ccccc3nc21	3	-1	33	22	-2	-4	-1	1.2
Fc1cc2ncn(Cc3ccccc3)c2cc1F	-14	13	0	-9	-4	61*	-4	-1.5
COc1ccc(OC)c(C2=NOC(C(=O)Nc3cc(C)on3)C2)c1 (centres undefined)	-8	8	12	-6	-2	-3	-3	0.3
Cc1cc(C)n(-c2nc(O)cc(=O)[nH]2)n1	-2	8	2	20	-3	9	-2	-4.1
Cn1c(=O)cc(SCC(=O)NCCC2=CCCCC2)c2ccccc21	0	7	25	14	-1	1	1	1.4
CCn1nccc1C(=O)Nc1ccc(Cl)cn1	-8	-11	6	-1	-1	-3	-1	4.0
CC1(C)CC(=O)C(N=Nc2ccc(S(=O)(=O)N3CCCCCC3)cc2)=C(O)C1	3	-9	6	11	-3	2	1	2.4
O=C(Cc1ccccc1)Nc1cccc(S(=O)(=O)N2CCCCCC2)c1	21	-3	16	-10	-1	-56	-3	-0.7
NS(=O)(=O)c1ccc(CCNCc2ccccc2OCc2ccc(F)cc2)cc1	14	-14	6	16	-4	-21	1	-1.1
Oc1ccc(C[C@H]2CNCCN2CCC23CC4CC(CC(C4)C2)C3)cc1	12	7	21	58*	8	8	0	0.5
CCS(=O)(=O)N1CCC(C(=O)Nc2cc([N+](=O)[O-])ccc2C)CC1	7	28	6	-39	-2	5	-2	-1.5
CC(=O)Nc1ccc(S(=O)(=O)n2cnc(C)c2)cc1	-1	18	2	11	-4	3	-3	-1.0
CC(CCc1ccccc1)NC(=O)CN1C(=O)NC2(CCCCC2C)C1=O (centres undefined)	14	5	3	5	-4	-5	0	0.3
CCN(C(=O)c1cn(C)c(=O)c2cc(OC)c(OC)cc12)c1ccccc1C	-3	9	17	14	6	13	-1	-0.7
O=C(NS(=O)(=O)Oc1cccc(Cl)c1Cl)OC[C@@H]1CCCN2CCCCC12 (some centres undefined)	-13	-7	4	2	-2	-11	0	0.9
COc1ccc(OC)c(N(CC(=O)N2CCC(C)CC2)S(=O)(=O)c2ccccc2)c1	3	14	23	-31	-5	-21	-2	1.2
Cn1c(=O)c2c(nc(-c3ccccc3)n2C)n(Cc2ccccc2)c1=O	1	-30	21	-4	-3	23	0	0.8
Cc1ccc(CNC(=O)CCNS(=O)(=O)c2cccc3nsnc23)cc1	4	-7	6	30	-2	20	-1	0.2
COc1ccc2c(c1)C(C)CC(C)(C)N2C(=O)CSc1ncn[nH]1 (centres undefined)	-3	19	8	0	-4	5	-3	-0.5
COCCNC(=O)c1cccc(OC2CCN(Cc3ccccc3C)CC2)c1	-6	-15	-5	-19	1	11	-2	1.6
O=C(Nc1cccc(C(=O)O)c1)Nc1ccccc1Cl	39	13	3	7	-3	6	-10	-6.8
NNC(=O)c1cc(O)c(O)c(O)c1	-8	4	-8	26	-2	2	-3	-1.3
CCN1CCN(CCNC(=O)CSCc2nc(-c3ccc(OC)c(OC)c3)oc2C)CC1	-10	-13	14	1	4	-16	-2	0.8
C[C@H](NC(=O)c1ccco1)C(=O)Nc1cc(S(=O)(=O)N2CCCC2)ccc1OCC(F)(F)F	0	-7	-11	2	-4	14	-2	2.3
CCOC(=O)N1CCN(c2nc3ccc(C(=O)c4ccccc4)cc3n3cnnc23)CC1	2	30	23	13	0	22	-1	2.9
CN(C)CCCNc1ncnc2c1c(-c1ccccc1)cn2-c1ccccc1	5	-17	5	61*	-4	23	1	-0.3
COc1ccc(NC(=O)CSc2ccccc2)cc1S(=O)(=O)N1CCCCC1	9	0	7	18	-4	-2	-1	-1.0
COc1cc(O)c(C(CCN2CCCC(C)C2)c2ccc3c(c2)OCO3)c(OC)c1 (centres undefined)	-9	2	-6	28	6	-28	-1	-1.5
Cn1cccc1C(=O)NCC1CCCCC1	2	-12	5	15	0	-10	-1	-0.1
CCSCCOC(=O)C1=C(C)NC2=C(C(=O)CCC2)C1c1coc2ccccc2c1=O (centres undefined)	4	36*	18	7	-2	-7	0	1.8
CCOC(=O)C1CCCN(C(=O)c2cc3c(C)nc4ccccc4c3o2)C1 (centres undefined)	6	14	30	-2	1	0	0	0.3
O=c1c2ccccc2nc2ccc(NCc3cccs3)nn12	-71	-63	-2	-59	-1	7	4	1.5

Complete entries, quoted from the list.
O=C(NS(=O)(=O)Oc1cccc(Cl)c1Cl)OC[C@@H]1CCCN2CCCCC12 (some centres undefined) is listed as Jurkat NFkB inh = -13; 697 NFkB inh = -7; tim23-1 inh = 4; Mdm2 MdmX PPI = 2; APJ ag = -2; APJ antag = -11; XBP1 UPR activ = 0; CHOP UPR activ = 0.9
O=S(=O)(c1cccs1)N1CN(C2CCCC2)c2nc3ccccc3nc21 is listed as Jurkat NFkB inh = 3; 697 NFkB inh = -1; tim23-1 inh = 33; Mdm2 MdmX PPI = 22; APJ ag = -2; APJ antag = -4; XBP1 UPR activ = -1; CHOP UPR activ = 1.2

From PubChem
